# Bioassay records: PubChem, National Center for Advancing Translational Sciences (NCATS)
# GCN5L2 inh: qHTS Assay for Inhibitors of GCN5L2 | hit rate 0.21% among 390,000 | Histone acetyltransferase KAT2A (Homo sapiens), Q92830 | GCN5L2 HAT assay, ThioGlo1 CoA-SH fluorescence | Potency, µM (highest dose often 58.9 µM), for the others: top-dose activity change, negative = inhibition, hits mostly inhibitors
# Target sequence (Q92830 whole entry, looked up): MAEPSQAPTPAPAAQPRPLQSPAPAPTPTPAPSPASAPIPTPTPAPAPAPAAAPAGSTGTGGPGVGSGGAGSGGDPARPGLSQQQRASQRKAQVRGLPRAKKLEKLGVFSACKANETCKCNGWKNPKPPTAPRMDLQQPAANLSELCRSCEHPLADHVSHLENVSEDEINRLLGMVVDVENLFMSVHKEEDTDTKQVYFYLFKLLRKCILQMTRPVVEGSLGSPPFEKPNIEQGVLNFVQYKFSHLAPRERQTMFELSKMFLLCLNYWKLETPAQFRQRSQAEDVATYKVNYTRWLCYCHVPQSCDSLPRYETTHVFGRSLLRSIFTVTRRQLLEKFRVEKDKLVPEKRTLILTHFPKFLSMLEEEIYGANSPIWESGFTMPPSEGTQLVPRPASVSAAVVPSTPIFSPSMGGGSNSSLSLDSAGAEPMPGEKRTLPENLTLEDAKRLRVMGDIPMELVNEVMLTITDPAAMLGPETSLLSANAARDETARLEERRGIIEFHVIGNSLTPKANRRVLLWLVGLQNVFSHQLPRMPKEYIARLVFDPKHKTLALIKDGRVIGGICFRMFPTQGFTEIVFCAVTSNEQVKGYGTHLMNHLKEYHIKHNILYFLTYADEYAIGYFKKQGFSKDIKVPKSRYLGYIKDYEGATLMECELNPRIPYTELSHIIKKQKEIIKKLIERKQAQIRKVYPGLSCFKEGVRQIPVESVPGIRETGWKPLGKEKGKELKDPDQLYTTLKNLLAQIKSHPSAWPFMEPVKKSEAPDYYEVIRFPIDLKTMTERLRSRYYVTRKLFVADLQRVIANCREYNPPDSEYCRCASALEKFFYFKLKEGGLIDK
#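 Compounds, pin-transferred from DMSO stocks, meet 20nM GCN5L2 for 15 min before the reaction begins with H3(1-25) peptide (75uM) and acetyl-CoA (70uM). Thiol-reactive ThioGlo1 reports CoA release over 20 min at room temperature.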
# N370S GC mod: qHTS Assay for Inhibitors and Activators of N370S glucocerebrosidase as a Potential Chaperone Treatment of Gaucher Disease | Lysosomal acid glucosylceramidase (Homo sapiens), P04062 | hit rate 0.092% among 330,000 | Potency, µM (top dose mostly 59.4 µM), without a hit: at the highest dose activity change, negative = inhibition, usual class: inhibitors | N370S GC spleen homogenate, 4MU-glucoside fluorescence;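 also: 0% = full enzyme activity and -100% = no enzyme basal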
# FEN1 inh: qHTS Assay for the Inhibitors of Human Flap endonuclease 1 (FEN1) | Recombinant FEN1 flap cleavage, fluorescence, 15 min | Potency, µM (doses to about 114 µM), inactives show top-dose activity change, negative = inhibition, usual class: inhibitors | hit rate 0.35% among 390,000; also: nearly all actives have a fitted effect of over 65% in size
#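 Nuclease activity of 10 nM FEN1 was measured after 15 min of room-temperature exposure to titrated compounds, by adding 50 nM flap substrate and reading plates at 0 and 15 min.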
# * marks the source's active call; other numbers are inactive results; ? = inconclusive; . = no result given; & = joins results of further samples; [ ] = dose if it differs, or a comment. Calls follow the shape of the dose curve; as a rule, active = well fitted curve in the direction sought with a large enough effect; inconclusive = small, poorly fitted or top-dose-only effect, or another doubt; inactive = no such curve, though single readings can be large; an effect the other way counts as inactive or inconclusive. Unless noted, % is scaled to controls: 0 for no effect and ±100 for the full control effect; potency is read from the fitted curve at half-maximal effect.
mol	N370S GC mod	GCN5L2 inh	FEN1 inh
Cc1ccc(CNC(=O)NCc2ccccc2)cc1	29%	-2%	-14%
COc1cccc(NC(=O)CSc2ccc3nnc(-c4ccncc4)n3n2)c1	9%	-4%	1%
Cc1c(C)n(CCCN(C)C)c2ncnc(NCc3ccccc3)c12	-27%	-1%	2%
Cc1ccc2c(c1)C(c1ccccc1)N(C(=O)c1ccc(OC(C)C)cc1)CC(=O)N2 (centres undefined)	.	-5%	-21%
O=C(NN1CCCCC1)c1cccc2ccccc12	3%	-1%	0%
Cc1ccc(C)c(NC(=O)c2nc(Cl)ccc2Cl)c1	-2%	1%	21%
O=S(=O)(NCCn1ccc2ccccc21)c1ccccc1	5%	-13%	-18%
O=S(=O)(Cc1ccc(Cl)cc1)NCc1cccnc1	8%	5%	2%
CC(C)=CC(=O)Nc1ccc(OCc2ccccc2)cc1	3%	5%	-1%
O=C(N/N=C/c1ccc(OCC(=O)N2CCCCC2)cc1)c1ccccc1O	-16%	-1%	-2%
COc1ccc(C(=O)Nc2ccccc2N2CCN(C(=O)C(C)C)CC2)cc1Cl	4%	-2%	-6%
O=C(c1ccccc1Br)N1CCN(c2ncccn2)CC1	-14%	5%	-3%
O=C(c1ccc2c(c1)OCO2)N1CCCc2ccccc21	-3%	0%	-6%
CC(C)CCN1C(=O)c2ccccc2CC1(C)C(=O)NC1CCCCC1 (centres undefined)	.	-5%	5%
CC(OC(=O)c1ccco1)C(=O)NC1CCCCC1 (centres undefined)	-6%	3%	0%
COc1cccc(CC(=O)NC2CCSc3ccccc32)c1 (centres undefined)	1%	1%	1%
COc1ccc(CNC(=O)Cn2ccc([N+](=O)[O-])n2)cc1OC	-2%	-2%	1%
CCOc1ccc2nc(N(Cc3cccnc3)C(=O)C3CCCCC3)sc2c1	.	0%	-1%
COC(=O)c1c(C)[nH]c(C)c1-c1ccc(C)cc1	1%	0%	11%
CCOc1ccc(N2CC(C(=O)NCc3ccc4c(c3)OCO4)CC2=O)cc1 (centres undefined)	3%	-3%	2%
COc1ccc(NC(=O)Nc2cccc3c2O[C@H](CN(C)C(=O)Nc2ccc4c(c2)OCO4)[C@@H](C)CN([C@H](C)CO)C3=O)cc1	.	0%	15%
O=C(Nc1ccc(Oc2ccccc2)nc1)C1CCCCN1Cc1cccc(O)c1 (centres undefined)	-2%	-8%	0%
Cc1ccc(NC(=O)CCN2CCN(C/C=C/c3ccccc3)CC2)cc1C	-16%	0%	-2%
CC1=NNC(=O)C1C(c1ccccc1)C1C(=O)NN=C1C (centres undefined)	4%	-6%	.
O=C(CN1CCN(C/C=C/c2ccccc2)CC1)NCc1ccccc1	5%	4%	19%
COc1ccc(N(C)S(=O)(=O)c2cccc(C(=O)NC3=NCCS3)c2)cc1	0%	-20%	5%
O=[N+]([O-])c1ccccc1N/N=C\c1ccccc1Cl	-1%	-9%	-11%
CCOc1ccccc1CN1CCNC(=O)C1CC(=O)N(C)CCc1ccccn1 (centres undefined)	-4%	-26%	-6%
COc1ccc(S(=O)(=O)N2CCOCC2)cc1NC(=O)COc1cccnc1[N+](=O)[O-]	22%	-11%	-19%
O=C(c1ccc([N+](=O)[O-])cc1)N1CCN(C2=NS(=O)(=O)c3ccccc32)CC1	-17%	-36%	-1%
COc1ccc(C2N3CC4(C)CN2CC(c2ccccc2)(C3)C4=O)cc1OC (centres undefined)	.	-7%	19%
COc1ccc(S(=O)(=O)c2c(C(=O)c3ccc(C)c(C)c3)cnc3ccc(F)cc23)cc1	.	-7%	7%
Cc1ccccc1Nc1nnc(SCC(=O)c2c(N)n(C)c(=O)n(C)c2=O)s1	-2%	-20%	-1%
COc1ccc(CNC(=O)CN2C(=O)COc3ccc(S(=O)(=O)N4CCCCCC4)cc32)cc1	.	0%	-7%
CCN(CC)S(=O)(=O)c1ccc2c(c1)N(CC(=O)NCc1ccccc1)C(=O)C1CCCCN21 (centres undefined)	.	7%	3%
Cc1c(Cl)c([N+](=O)[O-])nn1CC(=O)NCC1CCCO1 (centres undefined)	-3%	0%	9%
CC(=O)c1sc(NC(=O)C(C)C)nc1C	7%	-1%	-2%
COc1ccc(OC)c2[nH]c(=O)c(CCNC(=O)Cc3cccs3)cc12	-3%	-1%	?
COCCn1c(Cc2ccccc2)nnc1SC(C)C(=O)NC1CC1 (centres undefined)	.	3%	-7%
COc1cc2nc(SCc3ccc(C(F)(F)F)cc3)n(Cc3cccs3)c(=N)c2cc1OC	5%	-7%	6%
COc1ccc(Cn2c(C(=O)O)c(CNC3CCCCC3)c3ccc(C)cc32)cc1	.	-5%	18%
CCc1ccc(OCC(=O)N(CC)CC)cc1	-3%	-8%	14%
O=S(=O)(c1ccc(Br)cc1)c1nc(-c2ccco2)oc1NCCCn1ccnc1	-14%	-3%	-3%
CCNC(=O)C1CCCc2c1[nH]c1ccc(Cl)cc21 (centres undefined)	-1%	-5%	-3%
COc1ccc(OC)c(NS(=O)(=O)c2cc3c4c(c2)CCN4C(=O)CC3)c1	-5%	2%	3%
N#Cc1ccc(OCC(=O)N(C2CCCCC2)C2CCS(=O)(=O)C2)cc1 (centres undefined)	.	-6%	-1%
CCCS(=O)(=O)N1CCC(C(=O)NC2CCCC(C)C2C)CC1 (centres undefined)	3%	5%	1%
O=C(OCC(=O)c1ccc(Cl)cc1Cl)c1ccc2c(c1)C(=O)N(c1cccc3ncccc13)C2=O	-1%	-17%	-11%
CC(C)CSC1=NSC2=NC(=O)/C(=C\c3ccccc3)C(=N)N12	2%	-10%	5%
Cc1nc2ccccc2nc1OCc1ccccc1	-7%	-10%	-3%
O=C(Nc1cccc(C(=O)N2CCOCC2)c1)c1ccccc1Br	-1%	-1%	-1%
Cc1cccc(N2CCN(C(=O)c3ccc4c(c3)N(Cc3ccccc3)C(=O)c3ccccc3S4(=O)=O)CC2C)c1 (centres undefined)	.	-5%	-14%
Cc1[nH][nH]c(=O)c1C(c1ccc(N(C)C)c(Br)c1)c1c(C)[nH][nH]c1=O	-10%	-16%	14%
Cc1cc(C)nc(N(C#N)Cc2ccccc2)n1	8%	-3%	3%
Cc1ccc2c(c1)C(N1CCN(C)CC1)=Nc1cccnc1N2	-3%	?	.
Cc1c(O)ccc2c(O)c(NC(=O)c3ccc4c(c3)CCC(C)(C)O4)c(=O)oc12	5%	0%	-2%
CC(NC(=O)Cn1nc(C(=O)O)c2ccccc2c1=O)C12CC3CC(CC(C3)C1)C2 (centres undefined)	-7%	-9%	-25%
O=C(O)CCNC1CCCCC1	-3%	10%	0%
Cc1cc(NC(=O)CCC(=O)N(CC(=O)NCC2CCCO2)c2ccc(C(C)C)cc2)no1 (centres undefined)	-17%	-1%	-1%
O=C(OCc1cc(=O)n2nc(-c3cccs3)sc2n1)c1cccc(F)c1	.	-13%	12%

# New compounds follow.
mol	N370S GC mod	GCN5L2 inh	FEN1 inh
CCOc1ccccc1CNC(=O)c1ccc2nc(N3CCC(C)CC3)sc2c1	.	0%	4%
Cc1cc(=O)n2nc(N3CCCC(C(=O)NCc4ccccc4)C3)sc2n1 (centres undefined)	-1%	-29%	25%
CCOc1ccccc1N(CC(=O)O)S(=O)(=O)c1ccccc1	6%	-1%	2%
O=C1c2ccccc2C(=O)C1c1ccc2ccccc2n1	?	1%	-18%&-1%&-18%
O=C(Cn1c(=O)n(-c2ccc(F)cc2)c(=O)c2sc3ccccc3c21)N1CCCC1	.	3%	-6%
CC(C)n1c(SCc2cc(=O)[nH]c3ccccc23)nc2c1c(=O)n(C)c(=O)n2C	-5%	-5%	-19%
CCOC(=O)c1sc2ccccc2c1S(=O)(=O)Nc1ccc(C(C)=O)cc1	.	9%	-7%
O=C1CC(N2CCC(c3nc4ccccc4o3)CC2)C(=O)N1c1cc(Cl)cc(Cl)c1 (centres undefined)	10%	4%	-26%
Cc1ccccc1OCC(=O)Nc1cccc2nsnc12	14%	-3%	-2%
CCOc1ccc(CCNC(=O)C2CC(=O)N(Cc3ccc(C)cc3)C2)cc1OCC (centres undefined)	-1%	1%	-3%
Cc1ccc(NC(=O)C2CC(=O)N(c3ccc(OC(C)C)cc3)C2)cc1 (centres undefined)	.	-4%	-10%
COc1ccc(C(=O)CSc2nncn2C)cc1	-6%	3%	-2%
CC(C(=O)NC1=NCCS1)N1C(=O)c2ccccc2C1=O (centres undefined)	4%[2.35 µM]	-6%	-16%
CCCn1c(N2CCN(Cc3cccc(C)c3)CC2)nc2c1c(=O)[nH]c(=O)n2C	3%	-5%	-4%
O=C(Nc1nccs1)c1ccc(F)c(S(=O)(=O)N2CCOCC2)c1	-6%	-18%	8%
CCCCN(C(=O)c1cccc(-n2cccc2)c1)c1c(N)n(CCC)c(=O)[nH]c1=O	0%	-24%	-2%
CCN1CCN(c2ccc(S(=O)(=O)N3CCOCC3)cc2NC(=O)c2cc(Cl)nc3ccccc23)CC1	-5%	-6%	2%
Cc1nn(CCC#N)c2[nH]c(=O)cc(C(F)(F)F)c12	2%	-4%	-9%
CC(C)N(C(=S)NC1CCCCC1)c1ccccc1	-3%	1%	.
COC(=O)c1sccc1NC(=O)Nc1cccc(C)c1	22%	-19%	-17%
O=C(COc1ccc(F)cc1)Nc1nc2c(s1)CCCC2	14%	?	-10%
N/C(=N\OC(=O)c1ccc2c(c1)OCO2)c1ccncc1	8%	9%	14%
FC(F)(F)c1nc2ccccc2nc1N/N=C/c1c(Cl)cccc1Cl	3%	-13%	8%
CCOC(=O)N1CCN(C(=O)CSc2nnc(-c3ccc(C(C)(C)C)cc3)o2)CC1	-3%	3%	19%
CCOCCCn1c(SCC(=O)Nc2cc(OC)ccc2OC)nc2ccccc2c1=O	19%	-5%	-25%
Cc1cc(S(=O)(=O)Nc2ccc(C(=O)NCC3(N4CCCCC4)CCCCC3)cc2)ccc1F	-10%	-5%	0%
CCOC(=O)c1ccc(Nc2nn3c(=O)c4ccccc4nc3s2)cc1	.	-9%	-1%
O=C(Nc1ccc(Oc2cccnc2)cc1)C1CCN(Cc2cc(Cl)ccc2O)CC1	-13%	-2%	5%
O=C(OC1Cn2c(=O)ccc(=O)n2C1)c1ccccc1	?	-2%	3%
Cc1ccnc2ccc(SC(F)(F)F)cc12	1%	-4%	17%
COC1C=CO[C@@]2(C)Oc3c(C)c(O)c4c(O)c(c5c(nc6cc(C)ccn65)c4c3C2=O)NC(=O)/C(C)=C\C=CC(C)C(O)[C@@H](C)C(O)C(C)[C@@H](OC(C)=O)C1C (some centres undefined)	-12%	-18%	.
O=C(NN1CCOCC1)c1cc(Cl)ccc1Cl	-20%	1%	-1%
N/C(=N\OC(=O)c1ccc2ccccc2c1)c1ccccn1	-2%	-3%	-4%
CCOc1cccc(CNc2ccc(O)cc2)c1OCc1ccc(Cl)cc1Cl	?	0%	-11%
Cc1ccc(S(=O)(=O)N2CCN(C(=O)c3ccc(OCc4c(C)noc4C)cc3)CC2)cc1	-13%	-3%	-10%
COc1cc(OC)cc(C(=O)NNC(=O)CCCOc2ccccc2)c1	.	-9%	5%
COc1ccc(-c2ccc(C#N)c(SCC(=O)OCc3ccccc3)n2)cc1OC	20%	-4%	2%
COc1ccc(NC(=O)Cn2cnc3c(cnn3-c3ccc(C)c(C)c3)c2=O)c(OC)c1	-1%	-4%	-1%
COc1ccccc1C(=O)NCCC(=O)NCC(c1ccco1)N1CCCCC1 (centres undefined)	-16%	-4%	-2%
Cc1ccc2nc3c(c(C(=O)OC4CCOC4=O)c2c1)CCCC3 (centres undefined)	6%	3%	9%
Cc1cc(C)n2nc(SCC(=O)N(CC(C)C)c3c(N)n(CC(C)C)c(=O)[nH]c3=O)nc2n1	1%	0%	0%
COc1ccc(NC(=S)NC(=O)/C=C/c2ccco2)cc1	-4%	-22%	-3%
CC(C)(C)NCCOCCOc1ccccc1-c1ccccc1	24%	-6%	-1%
O=C(NCC1CCCCC1)C12CN(Cc3ccccc3)CC1C(c1cccc([N+](=O)[O-])c1)=NO2 (centres undefined)	-10%	-4%	2%

# Four compounds from above, reduced to FEN1 inh and GCN5L2 inh:
Compound,FEN1 inh,GCN5L2 inh
N/C(=N\OC(=O)c1ccc2ccccc2c1)c1ccccn1,-4%,-3%
CCOc1cccc(CNc2ccc(O)cc2)c1OCc1ccc(Cl)cc1Cl,-11%,0%
Cc1ccc(S(=O)(=O)N2CCN(C(=O)c3ccc(OCc4c(C)noc4C)cc3)CC2)cc1,-10%,-3%
COc1cc(OC)cc(C(=O)NNC(=O)CCCOc2ccccc2)c1,5%,-9%
